GRK2 inh: compounds blocking aptamer binding on GRK2 – biochemical, human GRK2, bead flow cytometry, HTS, primary screen. FAM-aptamer displacement from GRK2. inhibition of aptamer binding, % at 10 µM. Beta-adrenergic receptor kinase 1 (Homo sapiens), P25098. hit rate 0.59% among 330,000. AID 488847, 2010;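 active means inhibition of aptamer binding above 40%, roughly 3 SD of noise, on plates passing a quality check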;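 further: median bead fluorescence of bound FAM aptamer so fluorescent compounds give negative values; no value below 0 was filed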
Target sequence (P25098 whole entry, looked up): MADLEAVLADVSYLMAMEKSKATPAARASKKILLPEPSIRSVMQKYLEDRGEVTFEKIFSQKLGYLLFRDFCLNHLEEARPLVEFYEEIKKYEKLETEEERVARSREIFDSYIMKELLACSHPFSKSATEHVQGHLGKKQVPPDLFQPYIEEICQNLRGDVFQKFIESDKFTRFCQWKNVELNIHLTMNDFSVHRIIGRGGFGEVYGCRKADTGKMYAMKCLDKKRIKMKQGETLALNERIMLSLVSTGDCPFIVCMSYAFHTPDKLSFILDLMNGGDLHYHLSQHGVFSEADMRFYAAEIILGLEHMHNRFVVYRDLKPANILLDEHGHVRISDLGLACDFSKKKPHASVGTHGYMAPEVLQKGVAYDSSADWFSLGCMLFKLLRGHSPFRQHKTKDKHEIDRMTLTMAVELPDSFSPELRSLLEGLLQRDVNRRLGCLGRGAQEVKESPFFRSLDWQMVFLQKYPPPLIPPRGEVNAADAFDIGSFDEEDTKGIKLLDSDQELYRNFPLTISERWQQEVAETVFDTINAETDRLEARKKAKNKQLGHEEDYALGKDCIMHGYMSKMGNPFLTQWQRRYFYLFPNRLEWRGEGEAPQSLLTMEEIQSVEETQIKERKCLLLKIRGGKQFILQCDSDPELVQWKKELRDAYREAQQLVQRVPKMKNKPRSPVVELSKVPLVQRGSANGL
Fam108B counter: mouse Fam108B serine hydrolase inhibitors, primary screen, counter-screen for RBBP9 inhibitor project, biochemical, fluorescence polarization; recombinant Fam108B, FP-Rh probe fluorescence polarization; inhibition, % at 9.51 µM; hit rate 0.33% among 300,000;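 active means inhibition above the screen mean inhibition plus 3 SD, computed separately per campaign, cut at about 18% in these data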;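 further: inhibitors lower polarization as less probe binds the enzyme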
MCL1-BIM inh: inhibitors of MCL1 binding to BIM-BH3, primary screen, biochemical, fluorescence polarization; GST-MCL1 / FITC-Bim-BH3 fluorescence polarization; inhibition, % at 10.9 µM; hit rate 0.68% among 320,000;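 active means inhibition above the mean inhibition of all tested compounds plus 3 SD, set per campaign, cut at about 40% in these data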;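 further: 0% = DMSO wells and 100% = unlabeled Bim-BH3 peptide control; higher means more loss of mP so more displacement of Bim peptide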
MEX-5 binding: MEX-5 zinc finger RNA-binding disruptors – biochemical, C. elegans, fluorescence polarization, MLPCN library, primary screen; hit rate 0.38% among 300,000; MEX-5/FITC-TCR2 RNA binding; active compounds read low; activity score (negative = inhibition of binding), % at 10 µM; AID 1832, 2009;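 active means inhibition past about -25% in most replicates, and total fluorescence under double the plate's negative control median, limit read from the data; inconclusive means replicates evenly split on the limit, or fluorescence at least double controls; inactive means too little inhibition in most replicates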;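 further: 0% = DMSO and -100% = 5 µM competing unlabeled TCR2 RNA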
CIT2-GFP yeast: modulators of CIT2-GFP expression in yeast, primary screen, S. cerevisiae, GFP fusion, multiplex flow cytometry, MLPCN library. GFP response vs DMSO, % at 10 µM. hit rate 0.065% among 320,000. AID 2029, 2009. S. cerevisiae CIT2-GFP strain, 3 h; 100 means same as DMSO wells;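 active means GFP response relative to DMSO above a set limit, near the screen mean plus 3 SD, cut at about 150% in these data; inconclusive means Fewer than 70 cells measured for a yeast strain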;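 further: ratio of well median GFP fluorescence to mean of DMSO wells on the plate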
GLD-1 TGE inh: GLD-1/TGE RNA complex disruptors, primary screen, biochemical, fluorescence polarization; AID 2280, 2010; hit rate 0.44% among 320,000; purified GLD-1 + fluorescein TGE RNA; Female germline-specific tumor suppressor gld-1 (Caenorhabditis elegans), Q17339; inhibition, % at 5.96 µM;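 active means percent inhibition above a per-plate cutoff, the plate mean of test compounds plus 3 SD, cut at about 30% in these data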;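 further: 0% = DMSO wells with GLD-1 and probe and 100% = wells lacking GLD-1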
BCLXL inh: inhibitors of human Bcl-xL, primary screen, biochemical, fluorescence polarization, HTS. Bcl-2-like protein 1 (Homo sapiens), Q07817. GST-Bcl-xL / FITC-Bim BH3 peptide fluorescence polarization. inhibition, % at 10.9 µM. hit rate 0.7% among 320,000. AID 2129, 2009;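 active means inhibition above the mean of all tested compounds plus 3 SD, cutoff set per campaign, cut at about 30% in these data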;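 further: 0% = DMSO wells and 100% = unlabeled Bim-BH3 peptide competitor; inhibitors lower millipolarization by displacing the labeled peptide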
Target sequence (Q07817 whole entry, looked up): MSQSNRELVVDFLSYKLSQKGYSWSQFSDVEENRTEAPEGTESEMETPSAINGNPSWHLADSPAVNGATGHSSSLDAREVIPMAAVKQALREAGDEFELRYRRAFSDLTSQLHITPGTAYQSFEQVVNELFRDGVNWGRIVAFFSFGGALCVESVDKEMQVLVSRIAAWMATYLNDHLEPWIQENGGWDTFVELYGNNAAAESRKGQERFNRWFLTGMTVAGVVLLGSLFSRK
VLA-4 inh: inhibition in human VLA-4 binding assay, primary screen, VLA-4 allosteric modulator project, MLPCN library, flow cytometry, VLA-4 expressing cells; Integrin alpha-4 (Homo sapiens), P13612; ligand binding flow cytometry; inhibition, % (about 7 µM as worked out from the volumes in the protocol); hit rate 0.2% among 330,000; in the data active means inhibition above about 50%
AGP1 TOR yeast: modulators of AGP1-GFP expression in yeast TOR pathway, primary screen, cell-based, multiplex flow cytometry, S. cerevisiae, MLPCN library | GFP response vs DMSO, % at 10 µM | hit rate 0.02% among 320,000 | 3 h; GFP as percent of DMSO wells;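 active means GFP response relative to DMSO above a set limit, near screen average plus 3 SD, cut at about 150% in these data; inconclusive means fewer than 70 cells counted for the yeast strain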;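 further: median GFP channel fluorescence of the gated AGP1 strain per well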
Active calls of the source: *; ? = inconclusive; / = no result given; [ ] = remark or other dose. Rows are unselected. Share with any hit: about 2.2%.

cpd	Molecule	GRK2 inh	Fam108B counter	MCL1-BIM inh	MEX-5 binding	CIT2-GFP yeast
1	CCNC(=S)NNC(=O)c1ccc(OC)cc1	2.0	-3.4	0.2	-1.2	94.4
2	O=[N+]([O-])c1ccc2c(c1)C(O)n1ncnc1S2 (stereo unspecified)	0.0	-5.5	1.6	-0.8	86.0
3	Cc1c(NC(=O)CN2C(=O)NC3(CCCCC3)C2=O)c(=O)n(-c2ccccc2)n1C	0.0	-1.1	4.0	2.2	97.9
4	NC(=S)Nc1nccc(-c2cccs2)n1	1.0	0.9	-5.9	1.2	95.6
5	NS(=O)(=O)c1ccc(CCNC(=O)CNC(=O)c2ccccc2F)cc1	3.0	-0.2	1.6	2.6	105.9
6	Cc1ccc(/C=N/NC(=O)Nc2ccccc2)o1	0.0	6.5	0.8	-1.4	97.0
7	Cc1ccc(/C=N/n2c(C)n[nH]c2=S)o1	0.0	-3.0	0.3	1.3	99.7
8	COc1cccc(NC(=O)NNC(=O)c2ccc3c(c2)NC(=O)C(C)(C)O3)c1	0.0	0.6	0.0	2.1	109.3
9	CC1CC(C)CN(S(=O)(=O)N2CCCC(C(=O)NCCCN3CCOCC3)C2)C1 (stereo unspecified)	0.0	5.2	6.2	1.0	106.4
10	COc1cccc(CN2CCN(C(=O)c3cccc(OC)c3)CC2)c1	0.0	0.6	-4.2	1.2	99.9
11	O=C(C1=C[C@@H](c2ccc3c(c2)OCO3)C[C@@H](OCCCCO)O1)N1CCN(Cc2ccc3c(c2)OCO3)CC1	0.0	5.0	-2.0	0.7	?
12	CC(C)Oc1ccc(C(=O)Nc2cccc3cccnc23)cc1	0.0	-3.6	2.7	-1.5	91.9

cpd	GLD-1 TGE inh	BCLXL inh	VLA-4 inh	AGP1 TOR yeast
1	-3.6	-0.8	-7.4	91.8
2	3.9	2.4	-1.8	90.9
3	6.5	2.8	-2.0	100.1
4	2.2	-4.7	-7.2	98.1
5	6.0	-1.7	-6.2	105.7
6	1.0	4.1	-12.1	92.9
7	0.1	1.2	11.6	100.8
8	10.1	1.1	-1.8	97.2
9	0.2	1.8	-10.2	98.6
10	-3.3	-2.0	1.1	98.1
11	3.4	-0.2	3.9	83.2[may fluoresce red and violet]
12	-4.7	5.0	-0.7	92.4

Next part:
cpd	Molecule	GRK2 inh	Fam108B counter	MCL1-BIM inh	MEX-5 binding	CIT2-GFP yeast
13	CN1CCN(C(=O)c2cc(Br)cn2C)CC1	4.0	-4.1	2.9	-1.0	95.5
14	COc1cc2c(c(OC)c1CC=C(C)C)C[C@H](c1ccc(O)cc1O)CO2	0.0	-0.7	3.5	1.1	98.2
15	C=CCn1c(Oc2ccc(C(=O)OC)cc2)nc2c1c(=O)n(C)c(=O)n2C	0.0	-0.2	1.2	1.9	89.7
16	CCNC(=O)Cn1c(=O)c(=O)n(Cc2ccccc2)c2ccc(Cl)cc21	3.0	-1.9	-11.0	0.3	100.5
17	COc1cc([N+](=O)[O-])ccc1N1C(=O)CC(Sc2nccc(C)n2)C1=O (stereo unspecified)	1.0	1.3	9.5	0.5	90.0
18	CCOc1ccccc1-n1c(SCC(=O)N2CCOCC2)nnc1-c1ccccn1	0.0	-12.3	10.8	-1.1	?
19	CCOc1cccc(C2c3c(oc4ccccc4c3=O)C(=O)N2c2ccccn2)c1 (stereo unspecified)	2.0	1.9	4.3	-2.7	105.2
20	COc1ccccc1C(=O)Nc1nnc(-c2ccc(F)cc2)s1	2.0	-5.8	-10.0	-1.5	88.1
21	CC(C)N1C(=O)CCC1C(=O)NCc1ccco1 (stereo unspecified)	0.0	-1.1	5.4	1.5	98.1
22	CN(Cc1ccc(C#CCCO)cc1)CC1CCCN(CCc2ccc(Cl)cc2)C1 (stereo unspecified)	0.0	-3.7	1.8	2.4	98.0
23	CN(Cc1cccs1)C(=O)c1ccc(S(=O)(=O)N2CCCCC2)cc1	2.0	3.1	8.8	-1.5	111.9
24	CC(=O)c1ccc(S(=O)(=O)N2CCN(C(=O)c3ccccc3Cc3ccccc3)CC2)cc1	0.0	5.5	-12.7	3.3	104.9

cpd	GLD-1 TGE inh	BCLXL inh	VLA-4 inh	AGP1 TOR yeast
13	-1.5	3.1	-34.4	95.2
14	8.0	1.2	40.7	105.0
15	9.7	2.3	5.1	97.0
16	4.6	27.2	13.3	99.5
17	4.8	3.8	18.3	90.4
18	-0.3	7.2	11.6	?
19	4.2	2.8	-10.6	107.9
20	3.5	3.0	-5.8	92.7
21	-3.5	-1.4	20.7	103.0
22	1.7	-0.2	1.2	103.7
23	-0.5	4.8	-1.7	117.5
24	-1.2	-7.2	7.9	106.0

Later entries
cpd	Molecule	GRK2 inh	Fam108B counter	MCL1-BIM inh	MEX-5 binding	CIT2-GFP yeast
25	Clc1cccc(CNc2nnnn2-c2ccccc2)c1	0.0	7.1	2.4	0.4	99.4
26	CCOc1cc(S(=O)(=O)NC2CCCCCC2)ccc1F	3.0	-3.4	3.0	1.7	88.7
27	CC(=O)Nc1ccc(C=NNC(=O)c2ccc(NS(=O)(=O)c3cccs3)cc2)cc1	0.0	/	/	/	107.8
28	Cc1cccc(NC(=O)c2ccc3c(Cl)c4c(nc3c2)CCCC4)n1	12.0	-0.7	2.4	0.6	97.3
29	Cc1ccc(OCC(=O)Nc2cc(C(C)(C)C)on2)cc1C	0.0	0.1	-3.5	3.5	143.4
30	O=C1NC2NC(=O)N(C(Cc3ccccc3)C(=O)O)C2N1 (stereo unspecified)	0.0	0.1	2.5	-0.9	100.5
31	COc1cc(OC)cc(-n2c3nc4ccccc4nc3c3c(=O)n(CC4CCCO4)cnc32)c1 (stereo unspecified)	0.0	2.1	11.1	-2.9	107.6
32	CCOC(=O)C(CC)Sc1nc2c(cnn2-c2ccccc2)c(=O)[nH]1 (stereo unspecified)	0.0	-2.0	0.7	2.5	104.9
33	N#Cc1nc(-c2ccc(F)cc2)oc1N1CCC(C(N)=O)CC1	3.0	-2.5	4.6	-0.3	101.4
34	CSc1ncccc1C(=O)Nc1ccc2nc(C)sc2c1	0.0	-3.7	-7.9	-2.1	85.6
35	COc1ccc2c(c1)c(CC(=O)OCC(N)=O)c(C)n2C(=O)c1ccc(Cl)cc1	1.0	-2.6	0.1	1.1	110.6
36	O=C(NCCCNc1ccc(C(F)(F)F)cc1[N+](=O)[O-])c1ccc(Cl)cc1	3.0	-1.4	5.4	-0.1	90.2

cpd	GLD-1 TGE inh	BCLXL inh	VLA-4 inh	AGP1 TOR yeast
25	0.9	4.5	4.7	99.8
26	12.4	-1.3	7.0	96.8
27	0.8	/	-16.8	99.5
28	1.4	-0.9	16.1	101.0
29	2.9	-2.0	-5.1	108.5
30	0.7	6.8	-5.5	102.5
31	2.7	12.5	-11.6	102.7
32	1.9	7.6	-6.8	103.6
33	-6.1	3.6	-6.5	97.3
34	0.7	-6.4	/	88.4
35	5.1	7.4	5.3	111.7
36	4.0	5.2	-1.4	97.2

Entries by screen from above.
Nos. 27–35 in BCLXL inh, in turn: /, -0.9, -2.0, 6.8, 12.5, 7.6, 3.6, -6.4, 7.4
Nos. 27–35 in AGP1 TOR yeast, in turn: 99.5, 101.0, 108.5, 102.5, 102.7, 103.6, 97.3, 88.4, 111.7
Nos. 27–35 in Fam108B counter, in turn: /, -0.7, 0.1, 0.1, 2.1, -2.0, -2.5, -3.7, -2.6

Other results follow.
cpd	Molecule	GRK2 inh	Fam108B counter	MCL1-BIM inh	MEX-5 binding	CIT2-GFP yeast
37	CCn1c(SCC(=O)N(C)c2ccccc2)nc2c([nH]c3ccccc32)c1=O	3.0	-3.5	-3.6	-0.2	104.0
38	Brc1csc(C=Nc2ccc3c(c2)OCCOCCOCCOCCO3)c1	0.0	-9.6	-11.5	1.3	91.4
39	CCOC(=O)Nc1ccc(NC(=O)OCC)cc1	0.0	4.7	-4.8	-0.8	?
40	CC1CCCCC12NC(=O)N(CC(=O)Nc1cccc(S(=O)(=O)N3CCCCC3)c1)C2=O (stereo unspecified)	3.0	/	-4.2	/	103.9
41	Cc1cccc(NC(=S)NC(=O)CCc2ccccc2)c1C	0.0	0.2	7.1	2.9	98.6
42	COC(=O)c1cc2oc3ccccc3c2n1Cc1ccccn1	0.0	-0.1	3.8	1.1	87.8
43	COc1ccc(/C=C2\SC(=S)N(N3C(=O)CCC3=O)C2=O)cc1O	1.0	0.6	6.0	-1.5	91.3
44	Cc1cc(NS(=O)(=O)c2cccs2)no1	0.0	-3.4	-0.1	-1.1	100.2
45	COc1ccc(N(C(=O)c2snc(C(N)=O)c2N)C(C(=O)NC2CCCC2)c2cccs2)cc1OC (stereo unspecified)	0.0	1.0	-55.8	0.6	102.3
46	COCCOC(=O)C1=C(C)NC(C)=C(C(=O)OC(C)C)C1c1cccc([N+](=O)[O-])c1 (stereo unspecified)	0.0	2.6	3.9	-1.5	76.2
47	Cn1cccc1-c1nc2ccc([N+](=O)[O-])cc2[nH]1	9.0	-3.1	7.9	-2.4	100.3
48	O=C(CSc1ccc(-c2ccco2)nn1)Nc1ccc(F)cc1	1.0	-3.9	5.6	2.0	95.5
49	O=C(c1ccccc1)N(Cc1cccc(Br)c1)C1CCS(=O)(=O)C1 (stereo unspecified)	1.0	-0.8	-7.4	0.1	84.8
50	Cc1ccccc1CC1CCN(CCCNC(=O)Nc2ccccc2)CC1	2.0	/	/	-0.2	107.7
51	Cc1cc(/C=N/n2c(COc3ccccc3)nc3ccccc3c2=O)c(O)c([N+](=O)[O-])c1	5.0	14.2	1.0	-0.1	93.5

cpd	GLD-1 TGE inh	BCLXL inh	VLA-4 inh	AGP1 TOR yeast
37	-6.2	4.5	-0.6	101.7
38	-2.0	-3.5	2.0	89.7
39	-0.6	2.0	10.4	89.1[may fluoresce red and violet]
40	-4.0	-5.1	9.2	105.7
41	-1.8	2.5	-3.3	97.7
42	7.2	-1.9	-8.6	88.2
43	-13.6	-0.8	8.3	97.4
44	5.2	3.9	-8.7	101.3
45	-1.5	-0.3	-6.0	95.6
46	2.9	-0.7	37.0	70.8
47	-1.6	-0.4	-12.2	98.7
48	-0.2	6.9	1.2	95.9
49	7.6	1.2	22.8	89.4
50	/	/	-0.9	98.6
51	-2.2	-3.4	0.8	94.4

Looked up above:
Reading of CCn1c(SCC(=O)N(C)c2ccccc2)nc2c([nH]c3ccccc32)c1=O in BCLXL inh: 4.5
Reading of COC(=O)c1cc2oc3ccccc3c2n1Cc1ccccn1 in BCLXL inh: -1.9

Screening data as filed in PubChem.
